TRb SRC2 PPI: qHTS for Inhibitors of the Interaction of Thyroid Hormone Receptor and Steroid Receptor Coregulator 2; Thyroid hormone receptor beta (Homo sapiens), P10828; TRbeta-SRC2 peptide binding, fluorescence polarization; receptor liganded with 1 µM T3; Potency, µM (series often up to 106 µM), for inactives: at the top dose activity change, negative = inhibition, usual class: inhibitors; 0.065% of 280,000 active; AID 1469, 2008;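 note: plate controls were bound peptide for no effect and peptide without receptor for full effect; nearly all actives have a fitted effect of over 50% in size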
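A fluorescence polarization screen tested compounds at multiple concentrations against complex formation between 0.6 uM TRb ligand-binding domain and 20 nM Texas Red SRC2 peptide, with 1 uM T3 present; readout after 5 hr.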
SMN2 splice enh: qHTS Assay for Enhancers of SMN2 Splice Variant Expression; Potency, µM (highest dose often 46.1 µM), without a hit: at the highest dose activity change, positive = activation, usual class: activators; HEK293 SMN2-luciferase splicing reporter, luminescence, 30-36 h; 2.8% of 210,000 active; note: % of control where 0% means no effect; nearly all actives have a fitted effect of over 55% in size
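qHTS luciferase splicing reporter: luminescence rises when SMN2 exon 7 is included in transfected HEK293 cells. Compound exposure lasted 30-36 h at 37C, with 4.5 mM final sodium butyrate as control, followed by a ONE-Glo read.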
GoLoco inh red: qHTS Assay for Inhibitors of RGS12 GoLoco Motif Activity (Red Fluorophore) | AID 880, 2007 | 0.44% of 230,000 active | Guanine nucleotide-binding protein G(i) subunit alpha-1 (Homo sapiens), P63096 | Gai1:RGS12 GoLoco peptide FP, rhodamine, 10 min | Potency, µM (titrated, usually from 61.6 µM), for inactives: at the top dose activity, negative = inhibition, most hits filed as inhibitors; active = well fitted inhibition curve with a large enough effect, not every such curve was filed as active; inactive = no such curve, though single readings can be large or run the other way; note: % is set by controls: 0 for no effect and ±100 for the full control effect; nearly all actives have a fitted effect of over 30% in size; many of its hits are not listed in these tables
Target sequence (P63096 whole entry, looked up): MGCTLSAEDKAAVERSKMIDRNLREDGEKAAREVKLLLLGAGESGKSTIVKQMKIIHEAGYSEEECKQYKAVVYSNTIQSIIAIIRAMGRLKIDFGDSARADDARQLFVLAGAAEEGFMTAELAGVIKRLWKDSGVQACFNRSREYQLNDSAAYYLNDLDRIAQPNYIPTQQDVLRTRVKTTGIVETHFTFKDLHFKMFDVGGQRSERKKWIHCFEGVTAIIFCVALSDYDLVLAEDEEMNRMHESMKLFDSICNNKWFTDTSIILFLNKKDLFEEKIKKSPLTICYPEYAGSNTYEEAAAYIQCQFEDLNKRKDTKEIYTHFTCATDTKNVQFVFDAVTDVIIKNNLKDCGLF
KDM4E inh: qHTS Assay for Inhibitors of Human Jumonji Domain Containing 2E (JMJD2E). Lysine-specific demethylase 4E (Homo sapiens), B2RXH2. JMJD2E catalytic domain, FDH-coupled NADH fluorescence (FDH is formaldehyde dehydrogenase). Potency, µM (titrated, usually from 57.1 µM), for the others: at the highest dose activity change, negative = inhibition, usual class: inhibitors. 1.6% of 230,000 active; active = well fitted inhibition curve with a large enough effect, not every such curve was filed as active; inconclusive = small, poorly fitted or top-dose-only effect, or another doubt; inactive = no such curve, though single readings can be large or run the other way;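 note: 0% = wells with enzyme and -100% = buffer wells without enzyme; nearly all actives have a fitted effect of over 50% in size; many of its hits are not listed in these tables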
RECQ1 helicase: qHTS Assay for Inhibitors of RecQ-Like Dna Helicase 1 (RECQ1); ATP-dependent DNA helicase Q1 (Homo sapiens), P46063; RECQ1 DNA unwinding, red fluorescence kinetic read; Potency, µM (highest dose often 57.3 µM), for the others: at the highest dose activity, negative = inhibition, usual class: inhibitors; 0.54% of 240,000 active; AID 2549, 2010;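 note: plate controls were vehicle for no effect and no enzyme for full effect; nearly all actives have a fitted effect of over 30% in size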
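50 nM RECQ1T1 preincubated 15 min with compound in Tris pH 8.0 buffer with MgCl2, DTT, Tween-20 and 2.5 ug/ml poly(dI-dC); started with 200 nM TAMRA/BHQ-2 forked duplex and 2 mM ATP. Unwinding read as fluorescence (525/598 nm), two reads 2 h apart.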
TR SRC2 fluor cs: Total Fluorescence Counterscreen for Inhibitors of the Interaction of Thyroid Hormone Receptor and Steroid Receptor Coregulator 2. TRb/SRC2 Texas Red total fluorescence interference. Potency, µM (top dose mostly 106 µM), for the others: top-dose fluorescence change, negative = quenching. 0.29% of 280,000 active; active = well fitted curve in either direction with a large enough effect; inconclusive = small, poorly fitted or top-dose-only effect; note: % is set by controls: 0 for no effect and ±100 for the full control effect
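Human TRb ligand-binding domain at 0.6 uM with 20 nM Texas Red SRC2 peptide in Tris buffer containing 1 uM T3 and 5% DMSO, incubated with compound 5 h at ambient temperature. Total fluorescence (555/632 nm) calculated as parallel + 2 × perpendicular.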
ALDH1A1 block: qHTS Assay for Inhibitors of Aldehyde Dehydrogenase 1 (ALDH1A1) | 7.3% of 220,000 active | Purified ALDH1A1, NADH fluorescence, propionaldehyde substrate | Potency, µM (doses to about 75.3 µM), for the others: at the top dose activity, negative = inhibition, usual class: inhibitors | Aldehyde dehydrogenase 1A1 (Homo sapiens), P00352; active = well fitted inhibition curve with a large enough effect, not every such curve was filed as active; inconclusive = small, poorly fitted or top-dose-only effect, or another doubt; inactive = no such curve, though single readings can be large or run the other way;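 note: plate controls were no enzyme wells and a reference inhibitor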
Target sequence (P00352 whole entry, looked up): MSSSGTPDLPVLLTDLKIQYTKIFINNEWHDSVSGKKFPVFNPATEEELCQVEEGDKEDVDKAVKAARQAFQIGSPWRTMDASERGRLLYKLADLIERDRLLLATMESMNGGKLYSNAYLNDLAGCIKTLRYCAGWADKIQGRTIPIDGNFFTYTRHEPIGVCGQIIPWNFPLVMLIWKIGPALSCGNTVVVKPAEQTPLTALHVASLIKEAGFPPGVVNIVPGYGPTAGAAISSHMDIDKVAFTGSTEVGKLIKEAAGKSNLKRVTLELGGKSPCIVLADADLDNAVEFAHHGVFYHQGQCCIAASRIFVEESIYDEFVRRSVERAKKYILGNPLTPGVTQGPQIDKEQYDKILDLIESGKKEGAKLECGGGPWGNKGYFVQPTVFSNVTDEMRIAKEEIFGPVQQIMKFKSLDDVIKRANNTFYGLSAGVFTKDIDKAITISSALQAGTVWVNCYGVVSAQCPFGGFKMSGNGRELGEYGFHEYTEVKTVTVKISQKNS
Lamin A splicing: qHTS Assay for Modulators of Lamin A Splicing; 0.01% of 200,000 active; AID 1487, 2009; Potency, µM (top dose mostly 46.1 µM), inactives show at the top dose ratio change, negative = inhibition, usual class: inhibitors; HeLa LMNA splicing GFP/RFP minigene ratio, 48 h; active = well fitted inhibition curve with a large enough effect in the signal ratio, with a control signal flat, not every such curve was filed as active; inconclusive = small, poorly fitted or top-dose-only effect, or effect the other way, or a change in a side signal; the % refers to the signal ratio; note: % is set by controls: 0 for no effect and ±100 for the full control effect
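Read-out is the ratio of GFP to DsRed2 object intensity, acquired by 488 nm laser-scanning cytometry on HeLa lamin A-EGFP minigene reporter cells. Compound incubation 48 hrs at 37 °C in Opti-MEM with 2% FBS; DMSO 0.5% final.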
The depositor's hits bear a star; i = inactive; ? = inconclusive; . = not tested or not shown; [ ] = remark or other dose. Unless noted, calls come from the whole dose curve; as a rule, active = well fitted curve in the direction sought with a large enough effect; inconclusive = small, poorly fitted or top-dose-only effect, or another doubt; inactive = no such curve, though single readings can be large; an effect the other way counts as inactive or inconclusive. Potency is the fitted concentration of half-maximal effect. These rows are one share of the data; the hit share may differ from the screen's.

SMILES | TRb SRC2 PPI | SMN2 splice enh | GoLoco inh red | KDM4E inh | RECQ1 helicase | TR SRC2 fluor cs | ALDH1A1 block | Lamin A splicing
Cc1ccccc1Cn1c(C(C)O)nc2ccccc21 (stereo not drawn) | 3% | -3% | -4% | 7% | -2% | -7% | ? | 6%
COc1ccc(/C=C2\Oc3cc(OC(=O)N4CCOCC4)ccc3C2=O)c(OC)c1 | -1% | . | 3% | 2% | 5% | -4% | 4% | .
O=C(c1ccccc1)C1Oc2ccccc2C2CC(c3cccs3)=NN12 (stereo not drawn) | 0%[53 µM] | . | 22% | -22% | -15% | 0%[53 µM] | -10% | 6%[46 µM]
CN(C)CCCNC(=O)c1ccc2[nH]c3ccccc3c2c1 | -3% | -20% | 8% | ? | -2% | -1% | ? | 11%[0.0737 µM]
C=CCN(C(=O)c1ccc(Cl)cc1)c1ccccc1C(=O)NCC(=O)O | 4% | . | 2% | 1% | -4% | 0% | -5% | 1%[46 µM]
N=c1c2c(n(Cc3ccc(F)cc3)c3c1CCC3)CCCC2 | -1% | . | 3% | 1% | -5% | 1% | 11% | -21%[46 µM]
COc1cccc(C(=O)N2CCN(Cc3ccc4c(c3)OCO4)CC2)c1OC | -3% | -21% | -5% | ? | -1% | -4% | ? | ?
COC(=O)CCC(=O)COc1ccc(OC)cc1C#N | -3% | . | . | 4% | i | -1% | -5% | 4%
CC(C)CCNC(=O)Cn1c(=O)oc2cc(S(=O)(=O)N3CC(C)CC(C)C3)ccc21 (stereo not drawn) | -2% | 5% | 4% | -2% | -9% | 1% | 16% | -9%
Cc1cnc(CNc2cc(-c3ccccc3C(F)(F)F)ncn2)cn1 | . | . | 3% | . | -8% | . | -2% | 1%
COc1ccccc1NC(=O)CN1CCN(CC(=O)Nc2ccc(F)cc2)CC1 | -5% | 8% | 7% | 3% | -9% | -8% | 25µM* | 0%
Nc1ccc(CCS(N)(=O)=O)cc1 | 0% | 25% | -12% | -5% | ? | 2% | 9% | -4%
CCOc1ccc(-n2c(-c3ccco3)nc3c(cnn3-c3ccc(C)cc3)c2=O)cc1 | -1% | . | -1% | 7% | -4% | 1% | . | .
CC(C)(C)C1CCc2c(sc3nc(SCC(N)=O)nc(N)c23)C1 (stereo not drawn) | -7% | ? | 21% | ? | -8% | -2% | -3% | -12%
O=C(NCCCN1CCCC1=O)c1ccc2c(=O)n(Cc3ccco3)c(=S)[nH]c2c1 | -11% | -3% | 11% | -5% | -1% | -3% | 13µM* | -4%
Cc1nc([N+](=O)[O-])c(SCC(N)=O)n1Cc1ccccc1 | -3% | . | 8% | 4% | -7% | -2% | ? | -15%[46 µM]
CCCCN(C)S(=O)(=O)c1ccc(C(=O)Nc2nnc(-c3cccs3)o2)cc1 | 0% | -80%[inhibitor] | 3% | ? | -12% | -4% | -2% | -21%
CCOc1ccc(NC(=O)CCC(=O)O)cc1 | 7% | 18% | 5% | 1% | 6% | -4% | 9% | 7%
CC(OC(=O)CN1C(=O)C2CCCCC2C1=O)C(=O)Nc1ncc(Cl)cc1Cl (stereo not drawn) | -2% | -7% | -6% | 9% | 4% | 2% | ? | ?
CC(C)(C)c1nnc(NC(=O)Cc2ccc(Br)cc2)s1 | 1% | -16% | 5% | 0% | -3% | -1% | ? | 7%
CCS(=O)(=O)N1CCN(c2ncnc3sc(C)c(C)c23)CC1 | 0% | -11% | -4% | -24% | i | 0% | -1% | ?
COc1ccc(C)cc1NC(=O)COC(=O)c1ccc([N+](=O)[O-])o1 | 6% | -13% | 0% | -2% | -7% | -1% | 0% | 31%[46 µM]
CCCCNC(=O)NS(=O)(=O)c1ccc(C)cc1 | 4% | -18% | 8% | 16% | -12% | -4% | -1% | ?
O=C(N1CCOCC1)N1c2ccccc2Sc2ccccc21 | -2% | 21% | 2% | -1% | i | -1% | 12% | 9%
CC1CCC2(CC1)NC(=O)c1ccccc1O2 (stereo not drawn) | 0% | 16% | -2% | 14% | -2% | 0% | 5% | 3%
O=C(Nc1nccs1)c1ccc(-c2ccccc2Cl)o1 | 3% | 11µM* | 23% | 105%[activator] | i | -4% | 25µM* | -21%
O=C(NCC1CCOCC1)c1ccc(OC2CCN(Cc3ccccn3)CC2)cc1 | 3%[53 µM] | . | 13% | 9% | 15% | 1%[53 µM] | 14% | 9%[46 µM]
O=C(NC[C@@H](O)CO)c1c(I)c(C(=O)NC[C@@H](O)CO)c(I)c(N(CCO)C(=O)CO)c1I | 6%[53 µM] | 12%[20.6 µM] | -4%[21.6 µM] | -3%[25.5 µM] | -6%[25.9 µM] | 0%[53 µM] | -6%[20.9 µM] | ?
Cc1ccc(OCCn2c(Br)nc3c2c(=O)n(C)c(=O)n3C)cc1 | -2% | -87%[inhibitor] | 3% | -7% | -5% | -3% | 0% | ?
COc1cccc(-n2nnc3c(=O)n(CC(=O)OCc4ccccc4)cnc32)c1 | 6% | -33%[inhibitor] | -23% | -1% | 5% | -1% | -9% | -4%
CS(=O)(=O)N1CCC[C@@]2(CCN(Cc3nccs3)C2)C1 | . | -19% | -3% | . | -4% | . | 3% | .
Cc1ccc(-c2cc(C(=O)Nc3ccc(S(=O)(=O)Nc4nccs4)cc3)c3ccccc3n2)c(C)c1 | 1% | . | . | 1% | -21% | 0% | ? | -16%
CCOc1ccc(C2CC(c3cccc(C)c3)n3ncnc3N2)cc1 (stereo not drawn) | -2% | -15% | -14% | 4% | -15% | -7% | ? | 4%
Cc1ccn2c(C(=O)c3ccc(Cl)cc3)cnc2c1 | 1% | 22% | 3% | 4% | -18% | -1% | -5% | 8%
Cc1cc(NC(=O)c2cc(-c3ccco3)on2)no1 | 7% | -12% | 16% | -4% | 7% | 2% | -1% | -8%
N#Cc1c(-c2ccccc2)ccn(Cc2ccccc2Cl)c1=O | -1% | -24% | -2% | ? | i | 1% | ? | 5%
CC1=Nc2cccc3cccc(c23)N1 | -2% | 3% | -20% | -16% | -25% | -1% | 0% | ?
COC(=O)c1ccc(=O)n(Cc2ccco2)c1 | -1% | 6% | 4% | 32µM* | -11% | 0% | -13% | -9%
COc1cccc(NC(=S)N(CCc2c(C)[nH]c3ccccc23)Cc2cccs2)c1 | 1% | -12% | 3% | 2% | -16% | -1% | -6% | ?
Cc1cccc(NCC(=O)N/N=C/c2ccc(Br)cc2)c1 | -4% | . | 12% | 0% | -8% | -3% | 1% | .
Cc1cc2n(n1)C(c1ccccc1Cl)Nc1ccccc1-2 (stereo not drawn) | 3% | ? | -2% | ? | i | -8% | ? | 17%
Cc1cccc(OCc2nnc(NC(=O)Cc3cccs3)s2)c1 | -10% | -15% | 13% | 2% | i | 0% | -6% | -4%
CCOCCCN(C(=O)CNC(=O)c1ccco1)C(C(=O)NC1CCCC1)c1ccccc1C (stereo not drawn) | -7% | -7% | 6% | -4% | i | -1% | 7% | 0%
COc1ccc(N/C(=C/[N+](=O)[O-])SC)cc1 | -4% | 3% | 4% | 3% | -5% | -1% | ? | -13%[46 µM]
CC(C)Cn1c2c(c(=O)[nH]c1=O)C(NS(=O)(=O)c1ccc(Cl)cc1)(C(F)(F)F)C(=O)N2 (stereo not drawn) | 6% | . | 2% | -8% | 12% | -1% | . | .
CC(C)CCN1CCN(Cc2cccc(-n3cccn3)c2)CC1CCO (stereo not drawn) | -8% | . | 17% | -6% | i | -4% | -6% | -6%[46 µM]
Nc1scc2c(C(=O)N/N=C/c3ccc(Cl)cc3)nn(-c3ccccc3)c(=O)c12 | -10% | -12% | 15% | 7% | -25% | -4% | 10µM* | -8%
Cc1ccc(C)c(NC(=O)CSc2nnc(-c3ccncc3)o2)c1 | 0% | . | 3% | 5% | 0% | -2% | . | .
CS(=O)(=O)N(CC(=O)NC1CC2CCC1C2)c1cccc(C(F)(F)F)c1 (stereo not drawn) | 9% | 21% | -1% | -3% | 7% | 1% | ? | -1%
N=c1oc2ccccc2cc1C(=O)N/N=C/c1ccccc1 | . | -27% | 26% | ? | -9% | . | ? | -6%
CCC(C)SCc1nc2ccccc2[nH]1 (stereo not drawn) | 1% | -10% | -1% | -4% | 1% | -1% | 1% | -1%
COc1ccc(/C=C2/SC(=O)N(CCC(=O)Nc3ccc(S(=O)(=O)Nc4nccs4)cc3)C2=O)cc1 | 5% | ? | -2% | 4% | -12% | -11% | 12% | 0%
CN(C)S(=O)(=O)c1ccc(Oc2ccc(S(=O)(=O)N(C)C)cc2)cc1 | 10% | -101%[inhibitor] | -4% | -3% | -5% | 2% | ? | ?
O=C(NC(=S)N1CCN(Cc2ccccc2)CC1)c1ccco1 | 2% | 14% | -1% | -8% | -5% | 0% | ? | .
CCOC(=O)Nc1cccc(OCC(=O)Nc2ccccc2OC)c1 | -9% | -7% | 2% | 15% | -8% | -1% | 11% | -10%
CCOc1ccc(NCc2cc3c(C(C)(C)C)nn(-c4ccccc4)c3[nH]c2=O)cc1 | 3% | -18% | 4% | ? | -10% | 0% | ? | 9%
O=C(CCc1ccccc1)NCCC1=CCCCC1 | 3% | 6% | -3% | 15% | 1% | -1% | 5% | 0%
Cc1cnc(CNc2ncnc3ccc(-c4ccccc4C#N)cc23)cn1 | 4% | -13% | 2% | ? | -8% | 0% | -9% | -2%
